mcGAS MS inh: blocks mouse cGAS cGAMP production; Q8C6L5; recombinant mouse cGAS, cGAMP by RapidFire MS; inhibition, % at 12.5 µM; hit rate 0.18% among 130,000;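 active = inhibition of cGAS enzyme activity at or above 60%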;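 note: enzyme stimulated by 45 bp dsDNA with ATP and GTP substrates; cGAMP share of summed cGAMP plus half ATP and half GTP signals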
Target sequence (Q8C6L5 whole entry, looked up): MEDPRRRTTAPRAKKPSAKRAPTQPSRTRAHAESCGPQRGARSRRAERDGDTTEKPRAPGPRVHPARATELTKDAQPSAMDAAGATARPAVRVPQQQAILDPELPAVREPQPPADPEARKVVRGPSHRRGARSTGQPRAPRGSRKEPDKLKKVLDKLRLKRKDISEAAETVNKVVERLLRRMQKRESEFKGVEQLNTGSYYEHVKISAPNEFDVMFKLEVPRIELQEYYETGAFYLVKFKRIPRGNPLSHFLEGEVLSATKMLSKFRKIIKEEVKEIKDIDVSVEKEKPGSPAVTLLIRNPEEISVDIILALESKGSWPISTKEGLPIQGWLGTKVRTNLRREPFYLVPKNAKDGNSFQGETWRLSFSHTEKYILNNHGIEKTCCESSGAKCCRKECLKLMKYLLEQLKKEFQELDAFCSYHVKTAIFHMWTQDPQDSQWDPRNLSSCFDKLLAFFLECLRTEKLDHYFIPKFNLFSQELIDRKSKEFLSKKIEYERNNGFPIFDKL
* marks the source's active call; other numbers are inactive results; & = joins results of further samples. Not all compounds are listed; count on the stated rates, not on these rows.

| compound | mcGAS MS inh |
| --- | --- |
| O=C(N1CC(c2ccccn2)C1)C1(c2ccccc2)CC12CCCC2 (centres undefined) | -6 |
| CC1CCCN(C(=O)Nc2cccc(Oc3ccc(C#N)cn3)c2)C1 (centres undefined) | -9 |
| CN(C)C(=O)CN(CCC(F)(F)F)C1CCC1 | -3 |
| COC(=O)CSc1n[nH]c(-c2ccc(C)cc2)n1 | -3 |
| Cc1nc2c(c(N(C)Cc3cc(C4CC4)n[nH]3)n1)CCNC2 | -18 |
| COc1ccc(NC(=O)CN2CCc3onc(-c4ccccc4)c3C2)cc1 | -6 |
| O=S(=O)(NC1Cc2ccccc2C1N1CCCC(C(F)(F)F)C1)c1ccccc1 (centres undefined) | 4 |
| O=C(/C=C/c1ccsc1)NC1CCCN(C(=O)c2ccccc2)C1 (centres undefined) | 0 |
| COCCOc1ccc(CNS(=O)(=O)c2ccc(F)c(Cl)c2)cc1 | 1 |
| O=c1n(CCOc2ccccc2)nc(C2CCNCC2)n1-c1ccccc1 | -6 |
| CC(C)NC(=O)c1ccc(NC(=O)OC(C)(C)C)cc1 | -5 |
| CCOC(=O)NC[C@H](Cc1ccc(OCCc2nc(-c3ccccc3)oc2C)cc1)N/C(C)=C\C(=O)c1ccc(C(F)(F)F)cc1 | -18 |
| CCOc1ccc(S(=O)(=O)N2CCN(C(=O)c3cc4c(s3)CCC4)CC2)cc1 | 6 |
| CC1(C(=O)NS(=O)(=O)c2cccc(F)c2)CCN1C(=O)C1(c2ccccc2)CCCC1 (centres undefined) | -5 |
| CCN(Cc1nc2cc(Cl)ccc2c(=O)[nH]1)C(=O)C(C)Oc1ccc(Cl)cc1 (centres undefined) | 5 |
| CN(Cc1ccccc1)C(=O)c1nc2ccccn2c1CNCCN1CCNC1=O | 0 |
| Cc1nc(=O)[nH]c(C)c1CCC(=O)NC(C)c1cnn(C)c1 (centres undefined) | -11 |
| CCc1nn2c(nnc3c(=O)n(-c4cccc(Cl)c4)ccc32)c1-c1ccccc1 | -12 |
| O=C(NCC1CCCN(Cc2ccccn2)C1)c1cccc(C(F)(F)F)c1 (centres undefined) | -1 |
| O=C(CCN1CCCCO1)NCCc1cnc[nH]1 | -29 |
| O=c1c2ccccc2nnn1CO | -5 |
| O=C(CC1(O)C(=O)Nc2ccccc21)c1ccccn1 (centres undefined) | 3 |
| Cc1nn(-c2ccccc2)cc1C(=O)N(CC(N)=O)Cc1ccccc1 | -5 |
| N#CCSc1nc(NCC2CCCO2)c2ccccc2n1 (centres undefined) | -10 |
| COc1ccccc1NC(=O)c1ccc(NC(=O)C(C)N2CCC(C)CC2)cc1 (centres undefined) | -14 |
| O=[N+]([O-])c1ccc(Oc2ccc([N+](=O)[O-])cc2)cc1 | -1 |
| CCOC(=O)NC1(C(F)(F)F)NC(=O)N(c2ccc(F)c(Cl)c2)C1=O (centres undefined) | -2 |
| Cc1ccc(N(C)CC(O)COCc2ccccc2F)c(C)c1 (centres undefined) | -4 |
| CC1CCC2(CC1)NC(=O)N(NC(=O)CSc1ncn[nH]1)C2=O (centres undefined) | -11 |
| C=CCn1c(SCC(=O)c2c(N)n(C)c(=O)n(C)c2=O)nc2sc3c(c2c1=O)CCCC3 | -7 |
| O=C(O)c1cc(Oc2ccccc2)ccc1O | -3 |
| CC(C)(C)c1cc(NC(=O)c2cccc(C#N)c2)n(Cc2ccccc2)n1 | 26 |
| O=S(=O)(Nc1ccccc1)c1ccc(-c2ccc(S(=O)(=O)Nc3ccccc3)cc2)cc1 | -10 |
| O=C(NCCN1C(=O)CSC1=O)NCc1csc(C2CC2)n1 | -1 |
| CN(C(=O)c1cc(-c2ccccc2)n[nH]1)C1CCCCC1 | -13 |
| COc1ccc(C(=O)NCc2cccnc2N(C)Cc2ccccc2)o1 | -11 |
| CCN(Cc1ccc(Cl)c(Cl)c1)C(=O)c1cc(C(N)=O)c[nH]1 | -12 |
| c1ccc(CNc2ncnc3[nH]ncc23)nc1 | -3 |
| COC(=O)[C@@H]1C[C@@H](NC(=O)COc2ccccc2OC)CN1C | -29 |
| Cc1cc(NC2CCCc3c2cnn3CCO)nc(C)n1 (centres undefined) | -2 |
| CCN(c1cccc2ccccc12)S(=O)(=O)c1ccc(Cl)nc1 | -5 |
| c1ccc(OCCCCn2nnc3ccccc32)cc1 | -9 |
| COc1ncccc1CNC(=O)Cc1ccccc1Cl | -5 |
| Fc1ccccc1CCn1ccnc1-c1cnc(N2CCCC2)nc1 | -15 |
| COc1cc(C=C2N=C(c3ccc(F)cc3)OC2=O)cc(OC)c1 | -8 |
| Cc1cccc(CC(=O)NCCc2cc3ccc(C)c(C)c3[nH]c2=O)c1 | -6 |
| Cc1cc(CS(=O)C(C)C(=O)NCc2cccs2)no1 (centres undefined) | -7 |
| CC(C)Nc1ncc(C(=O)NC2CC(=O)N(CCc3ccccc3)C2)cn1 (centres undefined) | -9 |
| Brc1ccc(-c2nc(-c3ccccc3)no2)o1 | 2 |
| NC(=O)[C@@H]1Cc2ccccc2CN1c1cc(Cl)nc(N)n1 | -18 |
| CCCCn1c(N)c(N(CCOC)C(=O)COC(=O)c2ccc(Cl)s2)c(=O)[nH]c1=O | -5 |
| CCCCc1ccc(NC(=O)/C=C/c2cnn(C)c2C)cc1 | 1 |
| CC[C@H](C)C(=O)O[C@H]1CCC=C2C=C[C@H](C)[C@H](CC[C@@H]3C[C@@H](O)CC(=O)O3)[C@H]21 | -2 |
| Cc1ccc(C)c(-c2ccc(CN(C)C)cn2)c1 | -19 |
| Cc1ccccc1Sc1ccc(C(=O)O)cc1 | 0 |
| CCN(C(=O)Nc1cccc(C(F)(F)F)c1)C(C)c1nc2ccccc2c(=O)n1-c1ccc(F)cc1 (centres undefined) | -6 |

3 entries already listed, sorted by heavy-atom count, low to high.
| compound | mcGAS MS inh |
| --- | --- |
| Cc1ccc(C)c(-c2ccc(CN(C)C)cn2)c1 | -19 |
| NC(=O)[C@@H]1Cc2ccccc2CN1c1cc(Cl)nc(N)n1 | -18 |
| CC[C@H](C)C(=O)O[C@H]1CCC=C2C=C[C@H](C)[C@H](CC[C@@H]3C[C@@H](O)CC(=O)O3)[C@H]21 | -2 |

Following part
| compound | mcGAS MS inh |
| --- | --- |
| Cc1ccc2cc(CN(Cc3ccsc3)C3CC3)c(=O)[nH]c2c1 | -7 |
| CC(C)CCNC(=O)NC(=O)CSc1nnc(C2CC2)n1C | -6 |
| Nc1ncc(Cc2ccc(Cl)cc2F)s1 | -5 |
| Cc1nn(S(=O)(=O)c2ccc(C(C)(C)C)cc2)c(C)c1S(=O)(=O)N1CCCCCC1 | -1 |
| O=S1(=O)CCN2N=C(SCc3ccccc3F)SC2=N1 | -3 |
| Cn1ccc2c(-c3nccc(N4CCCC(O)C4)n3)ccnc21 (centres undefined) | -14 |
| COc1ccccc1CN(C)C(C(=O)N1CCOCC1)c1ccccc1 (centres undefined) | 3 |
| Cc1cc(NC(=O)c2ccc(=O)[nH]c2)ccc1N1CCCC1 | -18 |
| COc1ccc(NC(=O)NCCCn2nc(-c3cccs3)ccc2=O)cc1 | 3 |
| Cc1nn(C)c2nc(C3CC3)cc(C(=O)NCCC3CCCC3)c12 | -13 |
| O=C(CN1C(=O)c2ccccc2C1=O)N1CCOCCOCCOCCOCC1 | 7 |
| Cc1c(C)n2c3c(=O)n(CCN4CCOCC4)c(=O)n(C)c3nc2n1C1CCCC1 | 0 |
| Cc1csc(C(C)NC(=O)NC(C)c2ccc(F)cc2F)n1 (centres undefined) | 4 |
| CC(=O)n1c(O)c(N=NC(=O)COc2ccc3ccccc3c2)c2ccccc21 | -5 |
| Cc1ccccc1N1CCN(C(=O)CCC2CCCCN2C)CC1 (centres undefined) | -27 |
| O=C(Cc1csc(Nc2ccc(OC(F)(F)F)cc2)n1)NC1CCCC1 | -14 |
| COc1ccc(C2CC(O)=C(C#N)c3nc4ccccc4n32)cc1 (centres undefined) | 28 |
| CCOC(=O)C1(C)C(=O)OC(c2ccc(Cl)cc2Cl)C(C)(C)C1=O (centres undefined) | 0 |
| C#CCSc1nc(C)c2cc(OC)ccc2n1 | -29&-20 |
| Cc1ccc(S(=O)(=O)N2C(=O)[C@@H](C)[C@H]2c2ccccc2)cc1 | -6 |
| COc1ccc(-c2nnc(SCc3cc(Cl)c4c(c3)OCCO4)o2)c(OC)c1 | -7 |
| Cc1cc(C)n2c(Nc3ccc(S(N)(=O)=O)cc3)nnc2n1 | 2 |
| Brc1cc2c(cc1CSc1ncnc3sccc13)OCO2 | -8 |
| Cc1ccccc1CC(=O)NC1CCCc2c1cnn2C (centres undefined) | -13 |
| CCn1c(=O)c2c(nc3n2CCN3c2ccc(C)cc2)n(C)c1=O | -1 |
| Cc1nc(C2CC23CCNCC3)n(-c2ccncc2C)n1 (centres undefined) | -15 |
| CN1CCN2CCN(C(=O)Cn3cncn3)CC2C1=O (centres undefined) | -15 |
| CC(Sc1n[nH]c(C(C)C)n1)C(=O)NCc1ccc(Cl)cc1 (centres undefined) | -3 |
| Cc1ccccc1CN1CCN(C(=O)CN2CCCC(C(=O)Nc3ccc(Cl)cn3)C2)CC1 (centres undefined) | -4 |
| CCN1CCOC(C(=O)NC(C#N)c2cccc(Cl)c2)C1 (centres undefined) | -11 |
| CCOC(=O)c1[nH]c(=O)[nH]c1CN1CCC2(CCN(C)CC2)C1 | -3 |
| COC(=O)CCCC(=O)NC1CC(C)(C)Cc2nc(C(C)(C)C)ncc21 (centres undefined) | -12 |
| C=C(C)Cn1c(=O)c2c(nc3n(-c4ccccc4)c(C)cn23)n(C)c1=O | -3 |
| Fc1ccc(-c2cnc(CN3CCOC(Cn4cccn4)C3)o2)cc1 (centres undefined) | -7 |
| CCOC(=O)c1[nH]c(C)c(C(=O)OCC(=O)N2CC(C)OC(C)C2)c1C (centres undefined) | 1 |
| CCCC(C)C(=O)Nc1nc2c(s1)C(=O)CC(C)(C)C2 (centres undefined) | -27 |
| CC(=O)CC1(O)C(=O)N(CCOc2ccc(C)cc2)c2ccccc21 (centres undefined) | -1 |
| O=C(N1CCC(n2nnc3c2CCCC3)CC1)C1(c2ccc(F)cc2)CCCC1 | 0 |
| CCCn1c(N2CCN(Cc3ccc(F)cc3)CC2)nc2c1c(=O)[nH]c(=O)n2C | -10 |
| NS(=O)(=O)c1ccc(Sc2ccccc2C(=O)NC2CCCCC2)cc1 | -7 |
| CCOC(=O)c1oc2ccccc2c1CN1C(=O)NC2(CCCC2)C1=O | 3 |
| Cc1cc(C)nc(NS(=O)(=O)c2ccc(Br)cc2)n1 | -10&-3 |
| CC(C)(C)CC(=O)N1CCN(C(=O)N2CCCCC2)CC1 | -3 |
| Cc1ccc(-c2noc(CN3CCN(C(=O)CN4CCCCCCC4=O)CC3)n2)cc1 | -10 |
| CC(C)Sc1ccc(CC(=O)NCC2CCN(c3ncccn3)CC2)cc1 | -9 |
| Cc1cc(C)c(C(=O)N(C)CCN(C)C(=O)c2[nH]c(C)cc2C)[nH]1 | 3 |
| C=Cc1ccc(Cn2c(C)c(C(=O)NCc3cccc(Cl)c3)sc2=O)cc1 | -11 |
| Cc1ccc(-n2ncc3c(=O)n(NC(=O)Cc4cccc(C)c4)cnc32)cc1 | -2 |
| Cc1ccc(CCC(=O)NCCCN2CCCCC2)cc1Cl | -8 |
| COc1ccc(C)cc1NC(=O)c1ccc2c(c1)CCC2 | 5 |
| NC(=O)C1CCN(C(=O)c2cc3c(=O)n4ccccc4nc3s2)CC1 | -11&-4 |
| CC(O)CCN(C)S(=O)(=O)c1ccccc1-c1ccccc1 (centres undefined) | -4 |
| CC(=O)C1=C(c2ccc3c(c2)CCCC3)N(C(C)=O)n2cnnc2S1 | -1 |
| O=C(c1cnnn1-c1ccccc1)N(Cc1ccsc1)C1CC1 | -14 |
| O=C(c1cccs1)N1CCN(c2nc3nonc3nc2N2CCCCCC2)CC1 | -6&3 |
| Cc1ccc(OC(C)C(=O)N2CCC(c3n[nH]c(=S)o3)CC2)cc1 (centres undefined) | 2 |

The listing continues.
| compound | mcGAS MS inh |
| --- | --- |
| CC1CN(c2ccc(NC(=O)N(C)Cc3ccccc3)cc2)CCO1 (centres undefined) | -7 |
| CCc1ccc(-c2nccn2CC2CC(=O)N(C(C)C)C2)o1 (centres undefined) | -30&5 |
| COc1ccc(NC(=S)NN(C)C(=S)Nc2ccc(OC)cc2)cc1 | -8 |
| CCC(C)NCc1ccc(N(CC)CC)cc1OS(=O)(=O)CC (centres undefined) | -11 |
| COc1ccc(C(C)=O)cc1Cn1c(C)c(C(=O)NCc2cccc(C(F)(F)F)c2)sc1=O | 3 |
| O=C(Cn1cnc2sccc2c1=O)Nc1ccc2c(c1)OCCO2 | -11 |
| CCCn1c(=O)c2c(nc3n2CC(C)=NN3CCOC)n(C)c1=O | -6 |
| N#Cc1ccc(N2CCN(C(=O)c3ccc4c(c3)OCCCO4)CC2)nc1 | 5 |
| Cc1cccc2nc(COC(=O)CCN3C(=O)C4CC=CCC4C3=O)cc(=O)n12 (centres undefined) | -10 |
| CCOc1c(C)cc(S(=O)(=O)NCC2CCN(Cc3ccco3)CC2)cc1C | -2 |
| CCCc1cc(=O)[nH]c(SCc2cn3cccc(C)c3n2)n1 | -17 |
| CNC(=O)c1nnc2n1C(c1ccccc1)CN(Cc1cccc(C(F)(F)F)c1)C2 (centres undefined) | 7 |
| CCN(CC)C(=O)Cn1cc(-c2nc(-c3ccccc3C)no2)nn1 | -1 |
| CCCc1cc(C(=O)N2CCCC(O)(CN(C)C)C2)ccn1 (centres undefined) | 8 |
| COCCNC(=O)C1(C)CCCN(Cc2cccs2)C1 (centres undefined) | -2 |
| CSCC(=O)Nc1nc(-c2ccc(N(C)S(C)(=O)=O)cc2)cs1 | 14 |
| CCSc1nnc(NC(=O)CN2CCCC2c2ccccn2)s1 (centres undefined) | -200 |
| CC1(C)CC(n2c(NN)nc3c(c2=O)C2(CCCCC2)Cc2ccccc2-3)CCO1 (centres undefined) | -6 |
| CCOCCCC(=O)N1CCC(=O)Nc2ccccc21 | 0 |
| Cc1nc(CNC(=O)c2ccc(OC3CCN(S(C)(=O)=O)CC3)c(Cl)c2)cs1 | -6 |
| c1ccc(CCc2noc([C@H]3CCCO3)n2)cc1 | -5 |
| Cc1cc(C)c(NC2=NC3CS(=O)(=O)CC3S2)c(C)c1 (centres undefined) | -13 |

3 compounds already listed, sorted by the value under mcGAS MS inh, lowest first.
SMILES	mcGAS MS inh
CCSc1nnc(NC(=O)CN2CCCC2c2ccccn2)s1 (centres undefined)	-200
Cc1nc(CNC(=O)c2ccc(OC3CCN(S(C)(=O)=O)CC3)c(Cl)c2)cs1	-6
CCOCCCC(=O)N1CCC(=O)Nc2ccccc21	0
